phage Ecoli inh – E. coli growth loss with phage present; growth absorbance; inhibition, % at 11.9 µM; hit rate 0.26% among 360,000; in the data active means inhibition above about 11%
PfHsp90 yeast 2 – inhibits growth of yeast expressing Plasmodium falciparum Hsp90 | S. cerevisiae expressing PfHsp90, BacTiter-Glo ATP, 48 h; yeast lacking PDR1 and PDR3 efflux regulators | inhibition, % at 9.4 µM | hit rate 0.32% among 310,000;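 active means every replicate shows inhibition above about 80%, whatever the replicate mean, limit read from the data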;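 further: 0% = DMSO neutral controls and 100% = 20 µM radicicol positive controls; yeast relying on Plasmodium falciparum Hsp90 in place of its own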
PKA-R1A act – activates the PKA-R1A holoenzyme complex | P00514+P68181 | PKA-R1A dissociation, Cy5-IP20 fluorescence polarization; scaled: DMSO 0%, 113 µM cGMP 100% | activation, % at 11.4 µM | hit rate 0.083% among 340,000;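 active means percent activation above the mean of all tested compounds plus 3 SD, cut at about 19% in these data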;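 further: higher means more PKAc released from R1A so a rise in polarization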
Arrestin-AP2 inh – human beta-arrestin and AP2 interaction inhibition; FITC-arrestin peptide / GST-AP2 beads, flow cytometry; AP2 beta2 appendage carries R879A mutation; inhibition, % at 10 µM; hit rate 0.31% among 340,000;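 active means inhibition above a set limit, near 3 SD of compounds lacking own fluorescence, cut at about 54% in these data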;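 further: plate controls were DMSO wells for no effect and 5 µM unlabelled arrestin peptide for full effect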
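System: GST-tagged AP2 beta2-adaptin appendage (R879A) on 4 µm glutathione beads / Reagent: FITC-arrestin peptide, 50 nM / Detection: HyperCyt-sampled flow cytometry, FL1 channel, ex 488/em 535 nm / Timing: 12 min plus 1 h, RT / Buffer or medium: PBS plus Tween 20 (0.05%) and BSA (0.1%)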
DSG3 Ab inh – inhibitors of pemphigus antibody binding to human desmoglein-3. P32926. DSG3-coupled beads, scFv-anti-DSG3-GFP binding, flow cytometry; hits give low values. binding (percent of control), % at 10 µM. hit rate 0.48% among 310,000. AID 588358;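 active means binding more than 3 SD below its plate's average and above zero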;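 further: hits lower antibody fragment binding to DSG3; some compounds called inactive have numbers as strong as hits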
OPRM1-OPRD1 inv – inverse agonists of human mu-delta opioid receptor heterodimerization; cell-based MOR-DOR heterodimer luminescence, inverse agonism; hit rate 0.21% among 340,000; inhibition, % at 9.3 µM; P35372+P41143; in the data active means inhibition above about 22%, passing the limit was not always enough;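 further: 0% = cells with DMSO and 100% = wells without cells with DMSO; values of inactives mirror those of a sister screen read the other way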
Target sequence (P35372 whole entry, looked up): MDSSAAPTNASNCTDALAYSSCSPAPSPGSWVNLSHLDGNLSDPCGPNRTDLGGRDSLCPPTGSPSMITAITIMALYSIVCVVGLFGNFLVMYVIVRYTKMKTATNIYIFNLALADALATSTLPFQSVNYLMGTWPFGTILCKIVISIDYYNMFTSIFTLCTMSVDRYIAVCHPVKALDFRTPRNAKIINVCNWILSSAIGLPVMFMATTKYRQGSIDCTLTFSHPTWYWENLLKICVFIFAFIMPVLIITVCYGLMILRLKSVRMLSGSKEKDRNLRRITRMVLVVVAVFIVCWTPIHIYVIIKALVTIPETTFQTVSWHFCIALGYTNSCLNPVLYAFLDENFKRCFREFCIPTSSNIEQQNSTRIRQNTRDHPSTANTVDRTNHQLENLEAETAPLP
Target sequence (P41143 whole entry, looked up): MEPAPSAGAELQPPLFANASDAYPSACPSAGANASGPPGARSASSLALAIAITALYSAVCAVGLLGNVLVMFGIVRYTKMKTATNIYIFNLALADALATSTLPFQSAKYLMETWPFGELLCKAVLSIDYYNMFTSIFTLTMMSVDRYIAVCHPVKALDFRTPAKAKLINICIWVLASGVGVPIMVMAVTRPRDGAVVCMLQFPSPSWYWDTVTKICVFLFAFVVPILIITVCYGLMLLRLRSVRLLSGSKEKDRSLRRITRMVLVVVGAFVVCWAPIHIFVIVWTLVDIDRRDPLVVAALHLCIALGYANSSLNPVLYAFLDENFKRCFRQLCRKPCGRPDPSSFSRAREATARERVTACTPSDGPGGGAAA
Ecoli viability – counter-screen for AddAB inhibitors: E. coli growth inhibition. E. coli V3065 growth, OD600 absorbance, 18 h. inhibition, % at 11.9 µM. hit rate 0.27% among 330,000;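 active means inhibition above the campaign's mean inhibition across all tested compounds plus 3 SD, cut at about 9.9% in these data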;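 further: uninfected addAB+ strain grown without phage in ampicillin broth; 0% = DMSO wells and 100% = ciprofloxacin 0.95 µg/ml wells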
AddAB inh – less growth of phage-infected E. coli with AddAB; E. coli expressing H. pylori AddAB, absorbance growth; inhibition, % at 11.9 µM; hit rate 0.29% among 330,000; in the data active means inhibition above about 12%;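 further: 0% = vehicle wells of infected cells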
Mot1-301 SUMO – inhibitors of SUMOylation pathway: yeast Mot1-301 growth rescue; hit rate 1% among 320,000; S. cerevisiae Mot1-301 growth rescue, ATP luminescence, 38.5C; percent above DMSO median, 100 means doubled; growth rescue, % at 18.8 µM;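 active means every valid replicate shows activation above 250% relative to neutral control wells; inactive means the rest, any valid replicate at or below 250%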;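 further: OY570 slx delta 5 strain wells were the positive control but not used for scaling; some compounds called inactive have numbers as strong as hits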
OPRM1-OPRD1 ag – OPRM1-OPRD1 heterodimerization agonism. AID 504326. cells, luminescence. activation, % at 9.3 µM. hit rate 0.3% among 340,000. P35372+P41143; in the data active means activation above about 18%;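 further: 0% = vehicle-treated cells and 100% = reference agonist; values of inactives mirror those of a sister screen read the other way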
Tat export inh – blocks Tat-dependent protein export in E. coli; AID 488895; inhibition, % at 10 µM; E. coli MC4100 TorA-mCherry Tat export, fluorescence; hit rate 0.036% among 340,000;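 active means mean replicate inhibition at least 50% and at least half of replicates individually reaching 50%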;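 further: exported cargo escapes ClpAP degradation while cytoplasmic cargo is degraded and loses fluorescence; 0% = median of neutral control wells and 100% = median of NaSCN control wells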
* marks the source's active call; other numbers are inactive results; · = not tested or not shown.

no.	structure	phage Ecoli inh	PfHsp90 yeast 2	PKA-R1A act	Arrestin-AP2 inh	DSG3 Ab inh	OPRM1-OPRD1 inv	Ecoli viability	AddAB inh	Mot1-301 SUMO	OPRM1-OPRD1 ag	Tat export inh
1	Cc1cc(C)nc(SCC(=O)NNC(=O)c2ccccc2C)n1	2.4	-3.1	-3.6	-4.7	86.5	10.1	2.5	1.3	2.5	-2.0	-9.1
2	O=C(NC(=S)Nc1ccc(O)cc1)c1ccccc1Cl	0.2	-15.3	6.2	30.6	96.2	9.4	1.4	-0.2	-3.9	-1.9	3.8
3	O=C(O)c1ccc(CSc2nc(-c3ccccc3)cc(C(F)(F)F)n2)cc1	0.1	9.0	-7.3	3.8	98.6	11.7	-0.8	0.2	19.9	-2.1	-3.6
4	O=C(Nc1ccccc1)c1ccccc1OCc1ccc(F)cc1	0.7	-10.8	-8.3	-6.4	79.6	-6.1	-0.3	-0.2	-15.5	1.3	-6.2
5	CC(C)Oc1ccc(S(=O)(=O)N2CCOCC2)cc1NC(=O)CC1CCCC1	2.4	·	-13.9	13.4	89.7	7.5	-0.2	2.4	-0.1	-1.9	8.3
6	CCC(C)[C@H](NC(=O)[C@@H]1CSC2c3ccccc3C(=O)N21)C(=O)N1CCCCC1 (some centres undefined)	1.1	5.5	-7.2	9.3	101.2	7.4	-0.6	2.2	1.0	-1.5	1.3
7	Cc1ccc(C(=O)C2=C(O)C(=O)N(CCCn3ccnc3)C2c2ccc(OC(C)C)cc2)o1 (centres undefined)	1.4	2.9	-0.9	42.5	98.2	-3.4	-3.4	-1.3	-2.9	0.5	7.0
8	CCC(=O)NCCc1nc2cc(NC(=O)c3cccs3)ccc2n1C	3.7	43.7	5.9	-5.9	·	7.0	-0.7	5.8	-5.3	-1.5	-1.3
9	Cc1nn(C(C)C)c(C)c1CN1CCCC(CCC(=O)NCc2ccccc2F)C1 (centres undefined)	4.6	8.9	0.0	3.6	98.1	18.2	0.0	0.3	8.0	-3.9	-7.0
10	CCCc1cc(=O)[nH]c(SCc2ccccc2Cl)n1	2.0	-32.3	0.1	6.2	102.0	-16.0	0.1	4.2	·	3.2	-2.5
11	O=C(CCl)Nc1nc(-c2ccco2)c(-c2ccco2)s1	3.2	-9.8	0.5	-26.0	125.2	-15.0	-1.9	1.7	-5.7	2.7	3.8
12	COc1ccc(N2C(=O)C(Cl)=C(Nc3c(C)n(C)n(-c4ccccc4)c3=O)C2=O)cc1	0.6	0.2	1.6	-4.3	119.1	17.0	0.7	2.8	-0.1	-3.7	-2.2
13	Cc1cc(C)cc(NC(=O)CCNC(=O)c2ccc([N+](=O)[O-])cc2)c1	-0.4	17.9	-0.6	3.3	115.0	-12.3	·	·	1.6	2.8	-0.2
14	O=C(Nc1ccc(F)cc1F)c1csc(-c2ccccc2)n1	2.3	-69.3	-4.4	5.9	103.9	-19.0	-1.6	0.7	178.3	3.3	0.8
15	CCN1C(=O)[C@H]2[C@@H](c3ccc(C)cc3)N3C(=O)N(c4cccc(Br)c4)C(=O)[C@@]3(Cc3ccccc3)[C@H]2C1=O	0.5	-0.1	-12.7	0.8	106.4	11.5	-2.2	3.1	-9.1	-2.0	-4.2
16	[O-][n+]1ccc(C2CC2)cc1	2.6	·	-1.1	3.4	101.2	3.7	1.8	2.0	-6.3	-0.7	-1.9
17	O=c1oc2cc(O)ccc2c2ccccc12	6.0	-13.0	-8.6	1.8	111.9	-4.7	-0.4	3.6	254.5	0.8	-3.0
18	CC1CC(C)CN(C(=O)CSc2nnc3ccccn23)C1 (centres undefined)	1.5	9.8	-7.2	-13.2	·	15.0	2.3	4.2	-2.0	-3.7	2.0
19	CC(CCc1ccccc1)NC(=O)CCc1cn(C)c2ccccc12 (centres undefined)	-1.4	13.9	-9.1	2.7	109.8	10.0	0.9	1.2	87.4	-2.1	1.4
20	CC1CC(C)CN(C(=O)CCCNC(=O)c2ccc(Cl)cc2)C1 (centres undefined)	0.2	-3.2	3.7	25.7	·	10.1	1.2	1.7	8.0	-1.9	0.5
21	CCCCOC(=O)/C(=C/c1cn(C)c2ccccc12)NC(=O)c1ccc(OC)cc1	4.2	-28.6	10.6	0.0	111.5	-3.9	-1.1	-1.6	-8.2	0.7	0.7
22	CCN(CC)CCC(C)OC(c1ccccc1)c1ccccc1 (centres undefined)	2.4	2.2	7.6	45.5	108.0	-4.6	3.7	0.8	-14.0	0.8	-4.1
23	Cc1n[nH]c(C)c1N=Nc1cc(Cl)ccc1Cl	1.0	28.0	0.1	5.6	·	-6.7	0.5	2.1	-0.4	1.1	4.3
24	O=C1NN(c2ccccc2)C(=O)/C1=C\c1ccc2c(c1)OCO2	0.6	-0.5	-0.5	-10.7	113.1	19.2	-0.9	2.8	71.8	-3.9	5.7
25	CCCCS(=O)c1snnc1C (centres undefined)	3.3	18.9	-1.7	4.5	103.7	13.3	0.6	3.2	4.4	-2.5	-0.1
26	C/C(=N\NC(=S)NC(C)C)c1ccco1	2.1	-16.2	-13.1	10.9	98.3	16.5	-2.3	-3.7	-0.2	-3.4	7.8
27	COc1ccccc1CN(C)C(=O)c1ccccc1Sc1ccccc1C#N	1.5	-0.4	-3.9	5.8	106.6	-1.8	-1.3	-1.3	70.9	0.3	28.2
28	Cc1c(CC(=O)O)c(=O)oc2cc(OCc3nn[nH]n3)ccc12	2.1	-4.3	1.3	1.8	105.0	10.1	0.0	-1.0	-9.7	-1.8	-4.4
29	COc1ccc(NS(=O)(=O)c2nnc(NC(=O)c3ccccc3F)s2)cc1	1.9	6.3	-0.5	-3.0	103.6	8.4	0.3	0.2	144.8	-1.4	-5.8
30	CCOc1ccc2nc(SCC(=O)Nc3ccc4[nH]c(=O)[nH]c4c3)[nH]c2c1	3.0	6.2	-6.5	0.4	102.4	-3.6	1.0	-0.1	-11.4	0.6	-9.3

A second format for four compounds above.
Fields – phage Ecoli inh, PfHsp90 yeast 2, PKA-R1A act, Arrestin-AP2 inh, DSG3 Ab inh, OPRM1-OPRD1 inv, Ecoli viability, AddAB inh, Mot1-301 SUMO, OPRM1-OPRD1 ag, Tat export inh
#17 O=c1oc2cc(O)ccc2c2ccccc12
    6.0, -13.0, -8.6, 1.8, 111.9, -4.7, -0.4, 3.6, 254.5, 0.8, -3.0
#18 CC1CC(C)CN(C(=O)CSc2nnc3ccccn23)C1 (centres undefined)
    1.5, 9.8, -7.2, -13.2, ·, 15.0, 2.3, 4.2, -2.0, -3.7, 2.0
#19 CC(CCc1ccccc1)NC(=O)CCc1cn(C)c2ccccc12 (centres undefined)
    -1.4, 13.9, -9.1, 2.7, 109.8, 10.0, 0.9, 1.2, 87.4, -2.1, 1.4
#20 CC1CC(C)CN(C(=O)CCCNC(=O)c2ccc(Cl)cc2)C1 (centres undefined)
    0.2, -3.2, 3.7, 25.7, ·, 10.1, 1.2, 1.7, 8.0, -1.9, 0.5

Additional compounds follow.
no.	structure	phage Ecoli inh	PfHsp90 yeast 2	PKA-R1A act	Arrestin-AP2 inh	DSG3 Ab inh	OPRM1-OPRD1 inv	Ecoli viability	AddAB inh	Mot1-301 SUMO	OPRM1-OPRD1 ag	Tat export inh
31	NNC(=O)c1oc2nc(-c3ccc(Cl)cc3)cc(-c3ccccc3)c2c1N	-0.4	-27.0	3.6	15.4	92.8	8.0	·	·	-23.3	-1.8	-3.1
32	CC1(CCC(=O)O)C(=O)CCC2C1CCC1(C)C2CCC1(C)O (centres undefined)	2.5	·	-0.8	-1.9	92.6	13.4	·	·	·	-2.5	-19.2
33	CCOc1c(Br)cc(C(=O)N2CCCN(C)CC2)cc1OC	4.2	1.3	1.3	11.8	97.4	13.2	-0.5	0.1	3.6	-2.8	-4.4
34	CN(C)S(=O)(=O)c1ccc2c(c1)nc(CCC(=O)O)n2C	3.9	-14.0	2.8	-7.2	101.4	6.4	·	·	·	-1.4	-8.6
35	CCOC(=O)c1cc(-c2ccc(N3CCOCC3)cc2)nn1-c1ccc(F)cc1F	2.4	0.3	-0.2	10.7	·	2.3	-1.7	1.0	8.4	-0.5	0.4
36	CCOc1cc(/C=N/Nc2nc(C)cc(=O)[nH]2)ccc1O	1.1	-17.6	-15.1	-7.9	92.6	14.2	-1.2	1.1	189.2	-3.2	4.7
37	O=C(Cc1c(F)cccc1Cl)OCC(=O)c1ccc[nH]1	0.8	·	2.5	-6.1	97.7	14.7	-3.0	-0.2	36.3	-2.9	-4.4
38	COC(=O)[C@H](CC(C)C)N1Cc2cc(OC)cc(OC)c2-c2ccccc2S1(=O)=O	2.2	-7.9	-2.8	-4.8	103.0	16.2	1.1	1.5	·	-3.3	-0.8
39	O=C(COC(=O)c1ccccn1)Nc1cccc(Cl)c1	0.8	1.0	-6.0	5.8	113.5	-4.6	2.3	1.3	-9.2	0.8	2.2
40	Cc1nn(-c2ccccc2)c(Cl)c1/C=C1\SC(=S)N(CCCCCC(=O)O)C1=O	0.6	-2.8	-1.9	6.3	93.4	3.8	-1.0	-1.4	-29.0	-0.7	5.6
41	CCS(=O)(=O)c1ccc2c(c1)NC(=O)C(CCO)O2 (centres undefined)	2.9	27.8	2.8	-13.7	107.7	3.5	1.1	2.4	16.3	-0.7	0.4
42	Cc1cc(-n2c(C)cc(C(=O)CSc3nnnn3-c3ccc(Cl)cc3)c2C)no1	0.5	-17.3	-11.6	-7.7	101.2	12.1	0.6	-2.9	·	-2.1	0.7

Assay outcomes as filed in PubChem BioAssay.
